# Screens deposited in PubChem by National Center for Advancing Translational Sciences (NCATS).
# Pol iota inh = DNA polymerase iota (human) inhibition. Potency, µM (highest dose often 115 µM), inactives show at the highest dose activity, negative = inhibition, most hits filed as inhibitors. Pol iota fluorescent replication assay, 10 min. actives 1% (n = 390,000); also: potency is read from the fitted curve at half-maximal effect
#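 Fluorescent replication assay read twice, at 0 min and 10 min after adding 50 nM (final) substrate. Enzyme (10 nM) and compounds were first incubated 15 min at room temperature; enzyme-free buffer wells were negative controls.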
# Pol beta inh = DNA polymerase beta (human) inhibition; P06746; Pol beta primer extension/strand displacement, fluorescence kinetic; Potency, µM (series often up to 114 µM), inactives show at the highest dose activity change, negative = inhibition, most hits filed as inhibitors; actives 1.3% (n = 340,000); also: potency is read from the fitted curve at half-maximal effect; % is scaled to controls: 0 for no effect and ±100 for the full control effect
#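 Values derive from four-parameter Hill fits of normalized kinetic data: reads at 0 and 10 min following addition of 50 nM substrate to 10 nM Pol beta preincubated 15 min with compound.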
# Apoferritin bind = binds horse apoferritin like a general anesthetic. apoferritin/1-aminoanthracene competitive binding, fluorescence. actives 0.074% (n = 350,000). Potency, µM (doses to about 77.5 µM), for the others: at the top dose activity change, negative = displacement, hits mostly inhibitors; also: potency is read from the fitted curve at half-maximal effect; % is scaled to controls: 0 for no effect and ±100 for the full control effect; nearly all actives have a fitted effect of over 20% in size
# Target sequence (P02791 2-175 limits assumed): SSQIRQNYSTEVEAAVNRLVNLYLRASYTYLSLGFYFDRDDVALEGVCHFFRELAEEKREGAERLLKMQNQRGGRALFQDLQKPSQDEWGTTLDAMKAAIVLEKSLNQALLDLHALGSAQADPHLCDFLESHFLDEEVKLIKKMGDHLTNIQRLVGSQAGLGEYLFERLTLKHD
#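 In PBS, apoferritin at 10 uM is loaded with 1-AMA from a 50% saturated solution. After 10 min of compound exposure at ambient temperature, reduced 535 nm fluorescence indicates probe displacement.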
# Pol kappa inh = DNA polymerase kappa (human) inhibition. purified Pol kappa, fluorescent DNA synthesis assay, 10 min. Potency, µM (top dose mostly 107 µM), for inactives: at the top dose activity, negative = inhibition, most hits filed as inhibitors. actives 0.53% (n = 400,000). AID 588579; also: potency is read from the fitted curve at half-maximal effect; % is scaled to controls: 0 for no effect and ±100 for the full control effect
#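 10 nM Pol kappa was preincubated with compounds for 15 min at room temperature. Reaction started with 50 nM (final) substrate. Fluorescence read kinetically at 0 and 10 min.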
# APE1 inh = APE1 (human) endonuclease inhibition; AID 2517; P27695; recombinant APE1, TAMRA/BHQ-2 abasic DNA cleavage fluorescence; Potency, µM (highest dose often 65.8 µM), without a hit: top-dose activity change, negative = inhibition, usual class: inhibitors; actives 0.35% (n = 350,000);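 also: potency is read from the fitted curve at half-maximal effect; plate controls were vehicle for no effect and reference inhibitor for full effect; nearly all actives have a fitted effect of over 55% in size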
# Target sequence (P27695 whole entry, looked up): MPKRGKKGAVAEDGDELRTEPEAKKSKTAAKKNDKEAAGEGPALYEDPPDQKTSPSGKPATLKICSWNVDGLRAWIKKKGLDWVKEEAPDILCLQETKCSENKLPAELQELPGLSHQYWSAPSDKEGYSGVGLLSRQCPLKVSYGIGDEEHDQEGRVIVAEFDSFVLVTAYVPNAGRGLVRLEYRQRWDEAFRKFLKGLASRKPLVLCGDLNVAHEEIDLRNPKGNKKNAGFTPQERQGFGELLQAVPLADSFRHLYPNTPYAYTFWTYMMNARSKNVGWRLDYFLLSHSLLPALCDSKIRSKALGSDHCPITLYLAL
#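 Activity was derived from the fluorescence gain between first and third kinetic reads (60 s intervals, ex 525/em 598 nm) after 50 nM THF-abasic TAMRA/BHQ-2 duplex was added to 0.75 nM APE1 preincubated 15 min with compound.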
# TRHR ag = TRH receptor (human) agonism; P34981; TRHR cells, calcium flux fluo-8, FDSS agonist mode; activation, % at 2 µM; actives 0.18% (n = 360,000); AID 493084; in the data active = activation above about 30%; also: 0% is about no effect
# Target sequence (P34981 whole entry, looked up): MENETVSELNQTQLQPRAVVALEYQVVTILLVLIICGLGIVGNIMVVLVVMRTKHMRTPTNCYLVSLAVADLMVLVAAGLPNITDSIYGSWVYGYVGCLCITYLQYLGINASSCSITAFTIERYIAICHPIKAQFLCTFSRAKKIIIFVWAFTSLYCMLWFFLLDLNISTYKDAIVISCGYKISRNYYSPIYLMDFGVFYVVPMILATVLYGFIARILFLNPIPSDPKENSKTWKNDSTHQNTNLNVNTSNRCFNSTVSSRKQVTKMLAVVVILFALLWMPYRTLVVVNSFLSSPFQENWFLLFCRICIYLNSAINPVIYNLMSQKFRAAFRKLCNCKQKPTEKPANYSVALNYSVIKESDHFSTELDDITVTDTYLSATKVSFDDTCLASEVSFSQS
#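 TRHR-expressing cells loaded with fluo-8 calcium dye; 23 nL library compound pin-transferred, kinetic FDSS fluorescence (Ex 480/Em 530) recorded about 180 s for agonist-induced calcium release, before a 10 nM TRH EC20 addition for potentiator mode.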
# ERG-DNA inh = blocks human ERG Ets domain binding to DNA | P11308 | fluorescence polarization, His-ERG Ets domain / labelled DNA | Potency, µM (doses to about 76.9 µM), without a hit: at the highest dose FP activity, negative = inhibition, most hits filed as inhibitors | actives 0.028% (n = 370,000); active = well fitted inhibition curve with a large enough effect in the polarisation, with a control signal flat; inconclusive = small, poorly fitted or top-dose-only effect, or effect the other way, or a change in a side signal; inactive = no such curve, though single readings can be large or run the other way; the % refers to the polarisation;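 also: polarization taken with two DNA probes labelled with fluorescein and Texas red; potency is read from the fitted curve at half-maximal effect; % of control where 0% means no effect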
#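 His-tagged ERG Ets domain (1 uM in the protein solution; 300mM KCl, 50mM Tris-HCl, 1mM EDTA, 1mM DTT, pH 7.5) received compound, then a probe mix of 5 nM fluorescein-DNA and 100nM Texas-615-DNA. Fluorescence polarization was read for both dyes.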
# 12-LOX inh = inhibitors of human 12S-lipoxygenase ALOX12; purified 12hLO, xylenol orange hydroperoxide absorbance; P18054; actives 1.1% (n = 580,000); Potency, µM (top dose mostly 108 µM), for inactives: at the top dose activity change, negative = inhibition, most hits filed as inhibitors; AID 1671190; also: potency is read from the fitted curve at half-maximal effect; % is scaled to controls: 0 for no effect and ±100 for the full control effect
#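 Purified human 12hLO at 150 nM in 25 mM Hepes, 0.01% Triton X-100, pH 7.0, preincubated 15 min at room temperature with compound. Reaction started with 40 uM arachidonic acid, 30 min at room temperature. Hydroperoxide measured by Fe-xylenol orange, 573/405 nm absorbance ratio.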
# BLM helicase inh = Bloom syndrome helicase (human) inhibition; P54132; recombinant BLM DNA unwinding, fluorescence dequenching; Potency, µM (titrated, usually from 56.1 µM), for the others: top-dose activity change, negative = inhibition, most hits filed as inhibitors; actives 0.2% (n = 350,000);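 also: potency is read from the fitted curve at half-maximal effect; plate controls were vehicle for no effect and no enzyme for full effect; nearly all actives have a fitted effect of over 35% in size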
# * = called active by the depositor; ? = inconclusive; . = no result given; & = joins results of further samples; [ ] = remark or other dose. Unless noted, calls follow the shape of the dose curve; as a rule, active = well fitted curve in the direction sought with a large enough effect; inconclusive = small, poorly fitted or top-dose-only effect, or another doubt; inactive = no such curve, though single readings can be large; an effect the other way counts as inactive or inconclusive. These rows are one share of the data (hit frequency here may not be typical).
# Screens in order – Pol beta inh	ERG-DNA inh	Pol kappa inh	Apoferritin bind	TRHR ag	APE1 inh	Pol iota inh	BLM helicase inh	12-LOX inh
COc1cccc(C(=O)CN2C3=NCCCN3c3ccccc32)c1
 : 7%	7%	-3%	-17%	1.6	0%	1%	0%	0%
CC(C)CN(C(=O)COC(=O)c1ccccc1SCC(=O)N1CCCC1)C1CCS(=O)(=O)C1 (stereo not drawn)
 : .	15%	-19%	.	.	.	17%	.	-2%
Cc1ccc(NC(=O)c2ccc3c(=O)n4nc(Nc5ccccc5C)sc4nc3c2)cc1C
 : -21%	0%	-7%	-7%	0.4	.	25%	-7%	-22%
N#C/C(=C\c1cn(-c2ccccc2)nc1-c1cc2ccccc2o1)c1nc2ccccc2[nH]1
 : 34%	9%	-7%	-15%	0.7	19%	33%[activator]	-11%	16%
Cn1nnnc1SCc1ccccc1[N+](=O)[O-]
 : 7%	6%	4%	-14%	-0.1	3%	10%	-1%	9%
CC(=O)N1CCC2(CCN(Cc3ccncc3)CC2)CC1
 : .	.	1%[60.1 µM]	.	.	1%	.	1%	8%[57.4 µM]
CCOC(=O)CN(C(=O)Cn1nnc(-c2ccc(OC)cc2)n1)C(C(=O)NC1CCCC1)c1ccc(F)cc1 (stereo not drawn)
 : ?	.	-7%	2%	0.5	-1%	-7%	3%	-4%
COc1ccc(CC(=O)OCn2nnc3ccccc3c2=O)cc1
 : -6%	6%	-3%	-6%	-0.7	-1%	3%	4%	-4%
Cc1nnc(SCC(=O)N2CCOCC2)[nH]c1=O
 : 18%	-2%	-8%	5%	0.0	13%	187%[activator]	-9%	0%
COc1cc(NC(=O)c2cccs2)c(OC)cc1NC(=O)CCC(=O)Nc1ccc(C)cc1
 : -10%	4%	-13%	13%	-1.2	14%	-8%	0%	-25%
Cc1cccc(C)c1NC(=O)CN(C)C(=O)Cn1c(=O)cnc2ccccc21
 : 3%	-3%	4%	0%	0.4	8%	10%	1%	42%[activator]
O=S1(=O)C[C@@H](N2CCOCC2)[C@H](N2CCOCC2)C1
 : 14%	-1%	-5%	-14%	-0.6	-4%	16%	-6%	-18%
C/C(=N\NC(=O)c1cccc(O)c1)c1cccc(NC(=O)c2ccc(F)cc2)c1
 : -2%	2%	-8%	-16%	-0.9	36%	2%	3%	0%
O=C(CN(C(=O)CNS(=O)(=O)c1ccccc1)c1ccc(Cl)cc1)NCC1CCCO1 (stereo not drawn)
 : 36%	-17%	8%	5%	0.0	2%	117%[activator]	-2%	-9%
Cc1occc(=O)c1OCc1c(Cl)cccc1Cl
 : 4%	-1%	-14%	-11%	-1.1	6%	-11%	2%	-3%

# An excerpt from above in order of molar mass, lowest first:
# Screens in order – Pol beta inh	ERG-DNA inh	Pol kappa inh	Apoferritin bind	TRHR ag	APE1 inh	Pol iota inh	BLM helicase inh	12-LOX inh
Cn1nnnc1SCc1ccccc1[N+](=O)[O-]
 : 7%	6%	4%	-14%	-0.1	3%	10%	-1%	9%
Cc1nnc(SCC(=O)N2CCOCC2)[nH]c1=O
 : 18%	-2%	-8%	5%	0.0	13%	187%[activator]	-9%	0%
Cc1occc(=O)c1OCc1c(Cl)cccc1Cl
 : 4%	-1%	-14%	-11%	-1.1	6%	-11%	2%	-3%
CC(=O)N1CCC2(CCN(Cc3ccncc3)CC2)CC1
 : .	.	1%[60.1 µM]	.	.	1%	.	1%	8%[57.4 µM]
O=S1(=O)C[C@@H](N2CCOCC2)[C@H](N2CCOCC2)C1
 : 14%	-1%	-5%	-14%	-0.6	-4%	16%	-6%	-18%
COc1cccc(C(=O)CN2C3=NCCCN3c3ccccc32)c1
 : 7%	7%	-3%	-17%	1.6	0%	1%	0%	0%
COc1ccc(CC(=O)OCn2nnc3ccccc3c2=O)cc1
 : -6%	6%	-3%	-6%	-0.7	-1%	3%	4%	-4%
C/C(=N\NC(=O)c1cccc(O)c1)c1cccc(NC(=O)c2ccc(F)cc2)c1
 : -2%	2%	-8%	-16%	-0.9	36%	2%	3%	0%
N#C/C(=C\c1cn(-c2ccccc2)nc1-c1cc2ccccc2o1)c1nc2ccccc2[nH]1
 : 34%	9%	-7%	-15%	0.7	19%	33%[activator]	-11%	16%
O=C(CN(C(=O)CNS(=O)(=O)c1ccccc1)c1ccc(Cl)cc1)NCC1CCCO1 (stereo not drawn)
 : 36%	-17%	8%	5%	0.0	2%	117%[activator]	-2%	-9%
CC(C)CN(C(=O)COC(=O)c1ccccc1SCC(=O)N1CCCC1)C1CCS(=O)(=O)C1 (stereo not drawn)
 : .	15%	-19%	.	.	.	17%	.	-2%

# (listing goes on)
# Screens in order – Pol beta inh	ERG-DNA inh	Pol kappa inh	Apoferritin bind	TRHR ag	APE1 inh	Pol iota inh	BLM helicase inh	12-LOX inh
O=C(O)c1cc(-c2ccc(Br)s2)nc2ccccc12
 : -6%	-10%	-13%	21%	-0.2	4%	2%	-8%	2%
Cc1ccc(S(=O)(=O)Nc2c(C)n(C)n(-c3ccccc3)c2=O)cc1
 : 24%&0%	-10%	1%&-6%	-4%&-6%	-0.5&0.9	-6%&-3%	188%&4%[activator]	-1%&-1%	-12%&2%
COc1ccccc1NC(=O)c1nn(-c2ccc(F)c(F)c2)ccc1=O
 : -1%	0%	-12%	-13%	0.4	19%	9%	-5%	-16%
CC(=O)N[C@@H](Cc1ccc(O)cc1)C(=O)N[C@H](C(=O)N[C@@H](C)C(=O)N[C@H](C=O)CC(=O)O)C(C)C
 : .	.	17%[60.1 µM]	5%	.	-6%	.	3%	.
CCN(CC)S(=O)(=O)c1ccc(Cl)c(NC(=O)c2cc(Cl)cc(Cl)c2)c1
 : -15%	12%	-1%	-1%	-0.4	0%	37%[activator]	2%	-3%
O=C1c2oc3ccc(F)cc3c(=O)c2C(c2cccc([N+](=O)[O-])c2)N1CCCN1CCOCC1 (stereo not drawn)
 : -13%	1%	-14%	3%	-0.2	.	32%[activator]	-3%	?
CCC(CC)C(=O)c1c[nH]c(C(=O)NCCCN2CCOCC2)c1
 : -11%	1%	-1%	-9%	-0.2	2%	23%	-3%	0%
CCc1ccc(CCC(=O)Nc2sc(C)c(C)c2C(=O)OC)o1
 : -19%	5%	7%	-11%	0.5	3%	?	-7%	-11%
C=CCn1c(SCC(=O)Nc2cc(C)c(Cl)cc2OC)nnc1-c1ccco1
 : 7%	-10%	0%	?	0.3	-4%	2%	-4%	-20%
O=S(=O)(NCCc1ccccc1)c1ccc(F)cc1
 : -2%	-5%	-12%	?	-0.2	-2%	-35%	-12%	-11%
COc1cccc(NS(=O)(=O)c2ccc3c(c2)CCN3C(C)=O)c1
 : 11%	14%	-3%	1%	1.3	9%	116%[activator]	3%	6%
Cc1ccc(C(=O)NCCn2c(N)c(C#N)c3nc4ccccc4nc32)cc1
 : ?	-15%	-13%	424%[activator]	-0.1	-4%	12%	-9%	-16%
Cc1ccc(C(=O)n2nc(-c3ccccc3)nc2NCc2ccco2)cc1
 : 12%	-1%	-20%	-22%	0.2	-4%	-8%	-3%	-19%
Cc1c(NS(=O)(=O)c2cccc(C(=O)Nc3ccccc3)c2)c(=O)n(-c2ccccc2)n1C
 : .	1%	-22%	.	-0.4	30%	-12%	.	?
CC(C)(C)C(=O)/C(C#N)=C/c1ccc(O)cc1
 : -10%	-6%	-8%	-24%	0.4	1%	3%	2%	-6%

# Complete entries, looked up by structure.
# Cc1ccc(C(=O)NCCn2c(N)c(C#N)c3nc4ccccc4nc32)cc1 as listed: Pol beta inh: ?; ERG-DNA inh: -15%; Pol kappa inh: -13%; Apoferritin bind: 424%[activator]; TRHR ag: -0.1; APE1 inh: -4%; Pol iota inh: 12%; BLM helicase inh: -9%; 12-LOX inh: -16%
# COc1cccc(NS(=O)(=O)c2ccc3c(c2)CCN3C(C)=O)c1 as listed: Pol beta inh: 11%; ERG-DNA inh: 14%; Pol kappa inh: -3%; Apoferritin bind: 1%; TRHR ag: 1.3; APE1 inh: 9%; Pol iota inh: 116%[activator]; BLM helicase inh: 3%; 12-LOX inh: 6%

# (continued)
# Screens in order – Pol beta inh	ERG-DNA inh	Pol kappa inh	Apoferritin bind	TRHR ag	APE1 inh	Pol iota inh	BLM helicase inh	12-LOX inh
CCOc1ccccc1NC(=O)NNC(=O)COc1cccc(C)c1C
 : 4%	-3%	-5%	?	-0.3	-3%	26%	-5%	36%[activator]
O=C1C=C(NCC2CCCO2)CC(c2ccccc2)C1 (stereo not drawn)
 : -1%	5%	-5%	-9%	0.0	-2%	-3%	3%	21%
CCCn1c(N)c(C(=O)CN(C)CC(=O)Nc2c(C)cc(C)cc2C)c(=O)[nH]c1=O
 : .	-4%	5%	.	0.0	53%	9%	.	-14%
CCOc1ccc2[nH]c3c(=O)n(CCc4ccc(OC)cc4)cnc3c2c1
 : 4%	1%	11%	3%	0.3	2%	59%[activator]	-4%	5%
CC(C)COP(=O)(c1ccc(N(C)C)cc1)C(O)c1ccncc1 (stereo not drawn)
 : 33%[activator]	4%	1%	-9%	0.1	2%	16%	-1%	?
CCC(Sc1ccc2nnc(-c3cccnc3)n2n1)C(=O)OC (stereo not drawn)
 : 59%	3%	-18%&0%	-5%	0.0	0%	-9%&-16%	-3%	-2%
CCOc1ccc(NCCC#N)cc1
 : 15%	6%	6%	-8%	1.5	-2%	-10%	-2%	59%[activator]
C=CCn1c(=O)c2c3c(sc2n2c(Nc4ccc(C(=O)OCC)cc4)nnc12)CCCC3
 : 7%	2%	-11%	-9%	-0.1	11%	-1%	-1%	-19%
COC(=O)c1sccc1NC(=O)Nc1ccc(Cl)c(Cl)c1
 : -29%	6%	-11%	-6%	0.6	-1%	-6%	-4%	-8%
CN(C)c1ccc(/C=N/NC(=O)CCCO)cc1
 : 18%	-2%	?	5%	-2.4	8%	?	-11%	23%
C=CCNC(=O)c1onc(CSc2cccc(Cl)c2)c1C(=O)O
 : 41%	-8%	2%	-18%	-0.1	-2%	5%	-2%	?
